# From PubChem BioAssay
# EPAC2 ag – qHTS for Agonist of cAMP-regulated guanine nucleotide exchange factor 4 (EPAC2): primary screen; EPAC2 activation, biochemical qHTS; response scale: 100% = 6.5 mM cAMP response; Potency, µM (doses to about 154 µM), inactives show top-dose activation, most hits filed as activators; 360,000 tested, 0.079% active; note: nearly all actives have a fitted effect of over 50% in size
#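 Exchange assay: 100 nM EPAC2 with 250 nM Rap1B-BODIPY-GDP and 50 uM GDP. Fluorescence (ex 480/em 540 nm) read every 5 min for 30 min at room temperature. Data normalized to 6.5 mM cAMP as agonist control.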
# FUS yeast rescue – qHTS for Suppressors of FUS Proteinopathy: Primary screen using FUS-linked yeast assay; S. cerevisiae FUS-expressing, growth rescue, OD600, 24 h; Potency, µM (titrated, usually from 76.6 µM), for inactives: top-dose growth rescue (activation), actives largely listed as activators; 390,000 tested, 0.24% active; AID 1347120, 2019;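 note: plate controls were DMSO vehicle for no effect and reference control for full effect; nearly all actives have a fitted effect of over 55% in size; some results filed as inactive show a strong effect at the top dose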
#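 Yeast FUS proteinopathy model; galactose-induced FUS (2%), starting OD 0.005. Cpds in dilution series, 24hr, 30C, 99% humidity. Abs 600 nm growth. Pos ctrl CP55940 (top 92uM final); neg ctrl DMSO.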
# EPAC1 agonist – qHTS for Agonist of cAMP-regulated guanine nucleotide exchange factor 3 (EPAC1): primary screen. Rap guanine nucleotide exchange factor 3 (Homo sapiens), O95398. 360,000 tested, 0.073% active. Potency, µM (titrated, usually from 154 µM), for the others: top-dose activation, hits mostly activators. EPAC1 agonist qHTS, biochemical assay; response scale: 100% = response to 6.5 mM cAMP; note: nearly all actives have a fitted effect of over 60% in size
# Target sequence (O95398 whole entry, looked up): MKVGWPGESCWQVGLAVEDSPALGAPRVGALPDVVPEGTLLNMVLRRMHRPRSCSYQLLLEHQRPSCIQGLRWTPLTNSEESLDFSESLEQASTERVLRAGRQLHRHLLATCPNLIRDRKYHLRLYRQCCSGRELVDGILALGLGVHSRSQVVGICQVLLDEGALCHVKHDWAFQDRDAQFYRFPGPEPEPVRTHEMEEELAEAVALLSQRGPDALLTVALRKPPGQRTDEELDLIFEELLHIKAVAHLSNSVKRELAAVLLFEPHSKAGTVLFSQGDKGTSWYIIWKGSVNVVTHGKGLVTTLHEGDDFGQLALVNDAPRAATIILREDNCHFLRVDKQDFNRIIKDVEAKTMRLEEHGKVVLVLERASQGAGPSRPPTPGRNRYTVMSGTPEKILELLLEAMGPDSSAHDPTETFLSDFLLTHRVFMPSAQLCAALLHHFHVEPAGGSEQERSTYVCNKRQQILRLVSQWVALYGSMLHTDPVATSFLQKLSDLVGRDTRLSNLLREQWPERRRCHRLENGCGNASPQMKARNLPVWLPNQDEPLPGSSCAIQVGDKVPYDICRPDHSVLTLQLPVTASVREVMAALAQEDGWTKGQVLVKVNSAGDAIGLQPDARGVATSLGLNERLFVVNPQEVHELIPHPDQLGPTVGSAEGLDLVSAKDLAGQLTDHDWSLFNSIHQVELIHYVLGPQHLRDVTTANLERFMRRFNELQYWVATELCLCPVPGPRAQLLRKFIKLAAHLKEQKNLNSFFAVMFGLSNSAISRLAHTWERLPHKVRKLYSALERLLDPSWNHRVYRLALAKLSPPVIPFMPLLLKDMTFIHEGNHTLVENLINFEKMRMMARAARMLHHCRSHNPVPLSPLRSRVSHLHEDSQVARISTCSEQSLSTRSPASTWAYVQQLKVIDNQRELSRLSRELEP
#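 Fluorescent GDP-exchange assay: 100 nM EPAC1 with 250 nM Rap1B preloaded with BODIPY-GDP and 50 uM GDP; compounds tested as concentration series, 5 min at room temperature, then read every 5 min for 30 min (ex 480/em 540 nm); normalized to 6.5 mM cAMP.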
# PTHR1 agonist – qHTS for PTHR1 Agonists: Primary Screen; Parathyroid hormone/parathyroid hormone-related peptide receptor (Homo sapiens), Q03431; HEK293 GP2 PTHR1 cells, GloSensor cAMP luminescence, 1 h; Potency, µM (titrated, usually from 115 µM), for inactives: at the highest dose activation, most hits filed as activators; 410,000 tested, 0.075% active; AID 743266, 2014; note: nearly all actives have a fitted effect of over 55% in size; some results filed as inactive show a strong effect at the top dose; inactives centre near -15; many of its hits are not listed in these tables
#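 HEK-293-derived GP2 cells expressing PTHR1 and a GloSensor cAMP reporter, 3,000/well, plated overnight, given luciferin plus IBMX (each 0.5 mM as added) for 1 h at 37 °C, then compound for 1 h at 37 °C. Luminescence was read after 15 min at room temperature.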
# aSyn yeast inh – qHTS of alpha-syn Inhibitors | 370,000 tested, 0.14% active | Yeast expressing alpha-synuclein, growth rescue, BacTiter-Glo, 24 h | Potency, µM (doses to about 46.1 µM), inactives show top-dose growth rescue (activation), usual class: activators; note: % of control where 0% means no effect; nearly all actives have a fitted effect of over 65% in size
#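 Screening used galactose-induced yeast with toxic alpha-synuclein levels, exposed to compound for 24 hr at 30 deg C. Cell growth, read with BacTiter-Glo luminescence, gave the measured signal.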
# EPAC2 antagonist – qHTS for Antagonist of cAMP-regulated guanine nucleotide exchange factor 2 (EPAC2): primary screen; EPAC2 GEF exchange of Rap1B-BODIPY-GDP, fluorescence; 360,000 tested, 0.18% active; Rap guanine nucleotide exchange factor 4 (Homo sapiens), Q8WZA2; AID 720708, 2013; Potency, µM (titrated, usually from 114 µM), for the others: top-dose activity, negative = inhibition, usual class: inhibitors; note: % is set by controls: 0 for no effect and ±100 for the full control effect; nearly all actives have a fitted effect of over 45% in size; many of its hits are not listed in these tables
# EPAC1 antag – qHTS for Antagonist of cAMP-regulated guanine nucleotide exchange factor 3 (EPAC1): primary screen. Potency, µM (top dose mostly 115 µM), without a hit: top-dose activity change, negative = inhibition, usual class: inhibitors. AID 720709, 2013. 360,000 tested, 0.14% active. EPAC1 GEF assay, Rap1b-BODIPY-GDP exchange fluorescence. Rap guanine nucleotide exchange factor 3 (Homo sapiens), O95398;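 note: plate controls were vehicle for no effect and positive control for full effect; nearly all actives have a fitted effect of over 50% in size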
# TDP43 rescue – qHTS of TDP-43 Inhibitors; AID 652104, 2013; TDP-43 expressing yeast growth rescue, BacTiter-Glo, 24 h; 410,000 tested, 1.8% active; Potency, µM (top dose mostly 46.1 µM), for the others: top-dose growth rescue (activation), hits mostly activators; note: % of control where 0% means no effect; nearly all actives have a fitted effect of over 50% in size
#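 In this qHTS, compounds that restore growth of yeast expressing TDP-43 appear as activators. Cells (OD600=0.02, galactose medium, raffinose-pregrown) are incubated with compound 24 hr at 30 deg C and growth is quantified by BacTiter-Glo.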
# * hit, by the source's call; i = inactive; ? = inconclusive; . = no result given; [ ] = another dose, or the depositor's remark. Calls come from the whole dose curve; as a rule, active = well fitted curve in the direction sought with a large enough effect; inconclusive = small, poorly fitted or top-dose-only effect, or another doubt; inactive = no such curve, though single readings can be large; an effect the other way counts as inactive or inconclusive. Potency is the fitted concentration of half-maximal effect. A portion of the library, so the mix of outcomes need not match the whole.
mol | EPAC1 agonist | TDP43 rescue | EPAC1 antag | EPAC2 ag | PTHR1 agonist | aSyn yeast inh | EPAC2 antagonist | FUS yeast rescue
CC(C)COP(=O)(c1ccc(N(C)C)cc1)C(O)c1ccncc1 (centres undefined) | -3% | -2% | 6% | 1% | -11%[57.5 µM] | -1% | 13% | 8%
COc1ccc2c(c1)OC1(C)CC2C(C(=O)c2ccccc2OC)C(=O)N1 (centres undefined) | 4% | 25% | 6% | 2% | -5% | 1% | 12% | -26%
COc1ccc(C(=O)Nc2ncc(C)s2)cc1S(=O)(=O)N1CCOCC1 | 8% | 19% | -7% | 5% | -15% | 6%[1.84 µM] | -3% | 12%
COCCNC(=O)CCc1nnc(Cc2ccc(-c3ccccc3)cc2)o1 | -7% | 7% | -24% | 6% | -8% | 6% | -19% | 11%
CC(C)c1ccc(NC2CCCN(C(=O)CCN3CCCC3=O)C2)cc1 (centres undefined) | -2% | 15% | 9% | 1% | i | -1% | 5% | .
O=C(Cc1ccc(Cl)cc1)Nc1ccc(SC(F)F)cc1 | -4% | 0% | -14% | 0% | -37%[inhibitor] | 4% | -1% | .
COC(=O)c1[nH]c2cc(OC)ccc2c1NC(=O)c1ccc2c(c1)OCO2 | 7% | 23% | -11% | 18% | -5% | 3% | 1% | 4%
O=C(NCc1ccccc1)C1Cc2c(-c3ccc4c(c3)OCO4)ccnc2O1 (centres undefined) | 22% | 35µM* | -4% | 11% | i | 3% | 2% | 20%
Cc1ccc(NC(=O)c2cccc(S(=O)(=O)N3CCCCC3)c2)cc1 | 6% | 0% | -2% | 12% | -33%[inhibitor] | 4% | -3% | 9%
COc1ccc(NC(=O)CSc2nnnn2-c2ccccc2F)cc1 | 3% | 7% | -18% | 4% | -14% | -2% | 6% | 5%
CCOc1ccc(C2C3=C(CC(C)(C)CC3=O)N(CC(=O)O)C3=C2C(=O)CC(C)(C)C3)cc1OCC | 12% | 19% | 6% | 5% | -62%[inhibitor] | -15% | -8% | -18%
Cc1sc2ncn(CC(=O)NCC(=O)N(C)C3CCCCC3)c(=O)c2c1C | 7% | -16% | 0% | 4% | i | 1% | -8% | 9%
CC(Oc1ccc(Cl)cc1Cl)C(=O)Nc1ccc(O)cc1 (centres undefined) | 2% | ? | -20% | 5% | -22% | -15% | -29% | -3%
Cc1cc2cc(CN(Cc3ccco3)S(=O)(=O)c3c(C)ccc4nsnc34)c(=O)[nH]c2cc1C | 4% | 11% | -6% | 0% | 0%[57.5 µM] | 0% | -3% | 7%
COc1ccc(C2C(C(C)=O)=C(O)C(=O)N2CCO)c(OC)c1 (centres undefined) | 3% | 4% | -6% | -1% | i | -16% | 19% | -13%
Cc1ccc(C)c(NC(=O)CCN2C(=O)[C@@H]3Cc4ccccc4CN3C2=O)c1 | 1% | -14% | -13% | 8% | -19% | -1% | -3% | 17%
[O-]c1n[n+](-c2ccc(Cl)cc2Cl)cc2ccccc12 | 5% | -11% | 4% | 5% | -25% | 2% | -2% | 13%
CCN(CC)C(=O)N1c2ccccc2CC(N(CC)CC)c2ccccc21 (centres undefined) | -2% | -15% | 3% | -5% | -22%[57.5 µM] | -4% | 1% | 2%
CN(C)[C@H]1CCN([C@H]2CS(=O)(=O)N[C@@H]2COCc2ccccc2)C1 | 11% | 13% | -5% | 9% | -12% | 1% | 0% | -23%
CC(=O)c1ccccc1-c1csc2ncnc(Sc3nnnn3C)c12 | -20% | . | -6% | 8% | -4% | . | -3% | -11%

# Record cards, as listed above. Order of screens: EPAC1 agonist	TDP43 rescue	EPAC1 antag	EPAC2 ag	PTHR1 agonist	aSyn yeast inh	EPAC2 antagonist	FUS yeast rescue
# Profile of Cc1ccc(NC(=O)c2cccc(S(=O)(=O)N3CCCCC3)c2)cc1 → 6%	0%	-2%	12%	-33%[inhibitor]	4%	-3%	9%
# Profile of Cc1sc2ncn(CC(=O)NCC(=O)N(C)C3CCCCC3)c(=O)c2c1C → 7%	-16%	0%	4%	i	1%	-8%	9%

# (next part)
mol | EPAC1 agonist | TDP43 rescue | EPAC1 antag | EPAC2 ag | PTHR1 agonist | aSyn yeast inh | EPAC2 antagonist | FUS yeast rescue
Cc1ccc(C(=O)NC2CCCc3ccccc32)o1 (centres undefined) | 5% | -12% | 13% | -4% | i | -14% | 10% | 20%
COC(=O)c1[nH]c2ccc(Br)cc2c1NC(=O)CN1CCN(C2CCCCC2)CC1 | -2% | 16% | 0% | -1% | i | 1% | 3% | 7%
O=C1C(C=NCc2cccnc2)=C(O)c2ccccc21 | 1% | 20% | -21% | 13% | -33%[inhibitor] | 1% | 3% | .
O=C(CSc1nncc(=O)[nH]1)Nc1cccc([N+](=O)[O-])c1 | 1% | 11% | -1% | 4% | -1% | -4% | 2% | 24%
O=C(C1CC1)N1N=C(c2ccc(Cl)cc2)CC1(O)C(F)(F)F (centres undefined) | -3% | 12% | -30% | 14% | i | 10% | -9% | -30%
CCC1CCCCN1C(=O)Cn1c(=O)n(CCC(=O)NCc2ccco2)c(=O)c2sccc21 (centres undefined) | 4% | 1% | -28% | 2% | i | 10% | 3% | .
O=C(/C=C/c1ccccc1)N(Cc1cccc(Cl)c1)C1CCS(=O)(=O)C1 (centres undefined) | -8% | -5% | 4% | 8% | i | 0% | -7% | 25%
COc1ccccc1NC(=S)NC(=O)/C=C/c1cccs1 | 4% | 22% | -6% | 18% | i | 0% | 6% | -11%
COc1cccc(CN2C(=O)CN(C3CCCCC3)C(=O)C2c2ccc(F)cc2)c1 (centres undefined) | 7% | -6% | 8% | 2% | i | -6% | 8% | 23%
C=CCn1c(O)c(N=NC(=O)OCC)c2ccccc21 | -3% | -5% | 16% | 9% | -1% | -11% | 9% | -8%
COC(=O)[C@]12CCCCC=C1N(Cc1ccc3c(c1)OCO3)C(=O)[C@H](CC(=O)NCc1ccccc1)C2 | 3% | 15% | -6% | 1% | 0% | 2% | -12% | 33%
Cn1cnnc1Sc1ccc(C(F)(F)F)cc1[N+](=O)[O-] | 3% | 23% | 2% | -2% | i | -10% | 1% | 0%
CC(C)CNC(=O)c1cccc2c(-c3cccc(C(N)=O)c3)coc12 | -10% | 24% | 2% | 5% | -19% | -3% | -6% | -4%
CCCCn1c(N)c(N(CC(C)C)C(=O)c2ccc(-c3ccc(C(C)=O)cc3)o2)c(=O)[nH]c1=O | -28% | -6% | -12% | -15% | i | -3% | 33%[activator] | 44%
CC1CCC(C(=O)NC(C(=O)NCc2ccccn2)C(C)C)CC1 (centres undefined) | -2% | -13% | 4% | -1% | -11% | -9% | 17% | 19%
Cc1cc([N+](=O)[O-])nn1Cc1ccc(C(=O)N/N=C/c2ccccc2)cc1 | 9% | -7% | 10% | 14% | -14% | -12% | 7% | .
CCCN1c2cccc3cccc(c23)S1(=O)=O | 0% | 21% | 8% | -8% | -7%[57.5 µM] | 2% | -2% | 3%
COc1cc(C(=O)OCC(=O)c2cc(C)n(C)c2C)cc(NC(=O)c2ccco2)c1OC | 10% | 7% | -2% | 2% | -8% | . | -1% | 3%
COc1ccc(OCc2nnc(SCC(=O)N3c4ccccc4Sc4ccc(Cl)cc43)o2)cc1 | 3% | 4% | -3% | 3% | 0%[57.5 µM] | 8% | -7% | 8%
O=C(/C=C/c1ccccc1)Nc1ccc2c(c1)C(=O)NC2=O | -3% | 3% | 11% | -4% | -16% | 1% | 17% | -6%
CC(=O)N[C@H]1C[C@@H]1c1ccccc1 | 0% | 17% | -9% | 6% | i | 3% | 9% | -43%
Cc1ccc(-n2ncc3c(NCc4cccnc4)ncnc32)c(C)c1 | 2% | 3% | 1% | -1% | -19% | -5% | -5% | .
CCOC(=O)N1CCN(C(=O)c2ccc3c(=O)n(CCOC)c(=O)[nH]c3c2)CC1 | -4% | 7% | -16% | 5% | i | 1% | 2% | 2%
CSc1ncc(C(=O)Nc2cc(C)ccc2C)c(C)n1 | 8% | 11% | 19% | -1% | 3% | 3% | -5% | -15%
CCOc1ccc(CCNC(=O)c2cc([N+](=O)[O-])ccc2N2CCOCC2)cc1OCC | -6% | -8% | 4% | -5% | -13% | 2% | 2% | 9%
O=C(COC(=O)Cc1ccccc1F)NCCNC(=O)COC(=O)Cc1ccccc1F | 7% | 20% | 6% | 2% | i | -5% | 1% | -6%
C=CCN=C1S/C(=C\N(C)C)C(=O)N1S(=O)(=O)c1ccc(C)cc1 | -2% | 5% | -11% | -3% | -11% | 4% | 7% | 33%
CCOC(=O)CC[C@H](NC(=O)Cn1cc(C)c(=O)[nH]c1=O)C(=O)OCC | 10% | 7% | 4% | 3% | i | 0% | 11% | -21%
CC(OC(=O)C1CCN(c2ccc(C(F)(F)F)cn2)CC1)C(=O)Nc1cccc([N+](=O)[O-])c1 (centres undefined) | 4% | ? | -11% | 5% | -44%[inhibitor] | 0% | -16% | 26%
CCn1cc(C(=O)N[C@@H](CCSC)C(=O)NCCO)c(=O)c2cc3c(cc21)OCO3 | -9% | -20% | -10% | -2% | 9% | -7% | -12% | 15%
O=C(NC1CCCCC1)c1ccccc1C(F)(F)F | 2% | . | -27% | -3% | -9% | 0% | -7% | 17%
Cc1occc1-c1nnc(SCC(=O)Nc2nccs2)n1Cc1ccco1 | 5% | -10% | 1% | 2% | -9% | -7% | -2% | 19%
CCOC(=O)c1c(NC(=O)c2ccc(N3C(=O)C4C5C=CC(C5)C4C3=O)cc2)sc2c1CCCC2 (centres undefined) | -2% | -9% | 14% | -8% | i | 0% | 4%[57.1 µM] | 11%
CC1CCN(CCCNC(=O)c2ccc(CS(=O)(=O)Cc3ccccc3F)o2)CC1 | -5% | 12% | 7% | 2% | -6% | 9% | 11% | .
O=C1CC2(CCN(C(=O)c3ccc(F)c(F)c3)CC2)Oc2ccccc21 | 0% | 5% | -2% | 5% | i | -1% | 8% | 13%
CC(C)(C)C(=O)Nc1ccccc1C(=O)Nc1cccnc1 | 3% | -5% | -11% | -20% | -5%[57.5 µM] | -3% | -7%[57.1 µM] | -9%
O=C(CCNc1n[nH]c(=O)[nH]c1=O)N/N=C/c1ccc(C(F)(F)F)cc1 | -2% | -3% | 0% | 2% | -21% | 3% | 0% | 3%
